ATXN2 expr inh: ATXN2 expression inhibition; HEK-293 ATXN2-luciferase reporter, luminescence, 24 h; Potency, µM (titrated, usually from 57 µM), inactives show at the highest dose activity change, negative = inhibition, hits mostly inhibitors; hit rate 0.72% among 360,000; AID 1745845; also: potency is read from the fitted curve at half-maximal effect; % is scaled to controls: 0 for no effect and ±100 for the full control effect; nearly all actives have a fitted effect of over 55% in size
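ATXN2-luciferase reporter cells (luciferase flanked by upstream and downstream ATXN2 gene portions) were treated 24 h at 37 °C with compounds at up to 57 uM. SteadyGlo luminescence gave expression; GF-AFC fluorescence gave viability.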
ATXN viability: reduces viability in counter-screen for ATXN expression inhibitors; S2 cells (HEK-293 line with an ATXN2-luciferase reporter) viability, CellTiter-Fluor protease fluorescence, 24 h; Potency, µM (doses to about 56.7 µM), most hits filed as cytotoxic; hit rate 0.49% among 400,000; AID 651635; also: potency is read from the fitted curve at half-maximal effect; nearly all actives have a fitted effect of over 40% in size
HT1080 IDH1KD tx: HT-1080 IDH1 knockdown cell toxicity (counter line); HT-1080 IDH1 knockdown viability, ATP luminescence, 48 h; hit rate 2% among 360,000; Potency, µM (series often up to 46.1 µM), inactives show at the highest dose activity, negative = toxicity, usual class: cytotoxic;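 also: potency is read from the fitted curve at half-maximal effect; 0% = DMSO wells and -100% = cell-free medium wells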
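Using the IDH1-knockdown HT-1080 line run in the same batch and compound series as the NT line, viability after 48 h at 37 °C was determined by CellTiter-Glo luminescence and expressed as % activity.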
KB-3-1 cytotox: KB-3-1 parental cell cytotoxicity. KB-3-1 viability, CellTiter-Glo ATP luminescence, 72 h. Potency, µM (top dose mostly 46.1 µM), for inactives: at the highest dose activity change, negative = cytotoxic, most hits filed as cytotoxic. hit rate 1.4% among 400,000; also: potency is read from the fitted curve at half-maximal effect; % is scaled to controls: 0 for no effect and ±100 for the full control effect; nearly all actives have a fitted effect of over 60% in size
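Here the drug-naive KB-3-1 line serves as comparator for MDR sub-line selectivity; cells received compound titrations, 72 h at 37 °C, then CellTiter-Glo readout.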
IL1B secr inh: blocks inflammasome-driven IL-1 beta release | hit rate 4.7% among 360,000 | THP-1 LPS/ATP IL-1B secretion, AlphaLISA, 16 h; stronger effect = lower value | activity change, % at 57.5 µM; in the data active = activity change below about -50%; inconclusive = mostly about -30% to -49%; also: % is scaled to controls: 0 for no effect and ±100 for the full control effect
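THP-1 cells pretreated 1 hr with compounds (up to 57.5 uM final), then stimulated with LPS (250 ng/mL final) plus ATP (1.25 mM final); secreted IL-1B measured by AlphaLISA after 16 hr, decreased signal indicating inhibition.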
HepG2 tox: HepG2 cytotoxicity, counter-screen for TGF-b inhibitors | HepG2 CAGA-GFP viability, ATP luminescence, 18 h | hit rate 0.76% among 410,000 | Potency, µM (series often up to 46.1 µM), without a hit: at the highest dose activity change, negative = cytotoxicity, hits mostly cytotoxic; also: potency is read from the fitted curve at half-maximal effect; some results filed as inactive show a strong effect at the top dose
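HepG2 CAGA-GFP cells (1000/well, DMEM with 1% FBS) received compound, then TGF-beta at 500 pg/mL final, and were incubated 18 hours at 37 degrees C. Viability was read by CellTiter-Glo luminescence. Media-only wells were set as complete cell-killing and DMSO as no toxicity.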
MCF10A rereplic: inducers of DNA re-replication in MCF 10A breast cells; MCF 10A DNA re-replication, Hoechst nuclear intensity, 48 h; Potency, µM (series often up to 46.1 µM), for inactives: at the top dose activity, positive = re-replication, usual class: activators; hit rate 2.9% among 350,000; also: potency is read from the fitted curve at half-maximal effect; % of control where 0% means no effect; nearly all actives have a fitted effect of over 50% in size
HT1080NT lethal: kills 2HG-producing HT-1080-NT fibrosarcoma cells | HT-1080-NT fibrosarcoma viability, CellTiter-Glo ATP luminescence, 48 h | Potency, µM (series often up to 46.1 µM), for inactives: at the highest dose activity, negative = less viability, actives largely listed as cytotoxic | hit rate 1.6% among 360,000;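 also: NT is the 2HG producing partner of a matched IDH1 knockdown line; potency is read from the fitted curve at half-maximal effect; 0% = DMSO-treated cells and -100% = media-only wells without cells; nearly all actives have a fitted effect of over 55% in size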
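Read-out is CellTiter-Glo luminescence after 10 minutes at room temperature, following 48 hours' compound treatment of HT-1080-NT cells (750 cells/well, RPMI, 5% FBS, 37 degrees C).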
SW480 rerep: inducers of DNA re-replication in SW480 colon cancer cells | Potency, µM (doses to about 46.1 µM), inactives show at the top dose re-replication activation, actives largely listed as activators | hit rate 1.8% among 340,000 | SW480 DNA re-replication, Hoechst DNA content imaging, 48 h; also: potency is read from the fitted curve at half-maximal effect; % of control where 0% means no effect; nearly all actives have a fitted effect of over 55% in size
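Hoechst fluorescence of nuclei (405 nm excitation, 500-530 nm emission) measured by plate-scanning imager after 48 hr compound exposure at 37 C; re-replication scored as increased number of nuclei with elevated intensity.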
Numbers without * were called inactive; i = inactive; ? = inconclusive; nt = not tested or not shown; & = joins results of further samples; [ ] = dose if it differs, or a comment. Unless noted, calls follow the shape of the dose curve; as a rule, active = well fitted curve in the direction sought with a large enough effect; inconclusive = small, poorly fitted or top-dose-only effect, or another doubt; inactive = no such curve, though single readings can be large; an effect the other way counts as inactive or inconclusive. This is a random part of the collection, and some 8.9% of all compounds hit somewhere here.

1: CC1CCCC(NC(=O)COC(=O)c2ccc3ncsc3c2)C1C (configuration not stated)
2: O=C(O)c1ccc(NS(=O)(=O)c2ccc(Cl)cc2)cc1
3: CCOc1ccc(NC(=O)COC(=O)c2ncc(Cl)c(Cl)c2Cl)cc1
4: OCCC1CN(Cc2cc(F)ccc2F)CCN1CCCc1ccccc1 (configuration not stated)
5: Cc1ccc(Cl)cc1N1CCN(C(=O)c2c(C)oc3ncnc(N4CCCCC4)c23)CC1
6: CCOc1ccc(Nc2c3c(nc4ncnn24)CC(C)CC3)cc1 (configuration not stated)
7: C[C@H](CO)N1C[C@H](C)[C@@H](CN(C)C(=O)Nc2ccccc2)Oc2ccc(NS(=O)(=O)c3cn(C)cn3)cc2C1=O
8: CCCn1c(CN(Cc2ccccc2)Cc2ccccc2)nc2c1c(=O)n(C)c(=O)n2C
9: O=C(COC(=O)C1=COCCO1)Nc1c(F)cccc1F
10: O=C(Nc1ccnn1C1CCN(C/C=C/c2ccccc2)CC1)c1cccc(F)c1
screen / no.,1,2,3,4,5,6,7,8,9,10
ATXN viability,i,i,?,i,?,i,i,?,i,?
HepG2 tox,8%,4%,5%,-18%,-66%,-12%,-4%,-19%,7%,-31%
IL1B secr inh,11,7,7,0,nt,20,26,-15,9,-53*
SW480 rerep,?,-3%,0%,-9%,nt,-5%,-8%,0%,-70%[inhibitor],2%
HT1080 IDH1KD tx,-1%,-3%,-3%,-11%,nt,1%,12%,-1%,2%,?
HT1080NT lethal,18%,-13%,3%,-2%,nt,-4%,-21%,-5%,-5%,-14%
ATXN2 expr inh,14%,-2%,-3%,-14%,28µM*,-4%,7%,?,-1%,-17%
MCF10A rereplic,0%,-1%,6%,9%,nt,2%,-4%,20%,-29%,4%
KB-3-1 cytotox,-18%,9%,0%,-8%,-9%,6%,12%,?,0%,-5%

11: COc1ccc(CCN2C(=O)CCC2(C)c2nnnn2-c2c(C)cccc2C)cc1OC (configuration not stated)
12: CCOC(=O)C(=Nc1ccc(Cl)cc1)NO
13: CN(C)c1ccc(CN(C(=O)C2COc3ccccc3O2)C2CCS(=O)(=O)C2)cc1 (configuration not stated)
14: COc1cc(C2NC(=O)c3ccccc3O2)ccc1OC(C)C (configuration not stated)
15: c1cc(CN2CCN(C3CCCCCC3)CC2)ccn1
16: O=C(CSc1ncnc2c1nnn2-c1ccc(F)cc1)NCc1ccco1
17: N#Cc1ncn(C2OC(CO)C(O)C2O)c1N (configuration not stated)
18: CCOc1ccccc1N1CCN(CC(=O)Nc2cc(C)on2)CC1
19: Cc1ccc(NC(=O)c2ccc(CSc3nnnn3C)cc2)cc1
20: O=C(CSc1c2c(nc3ccc(Cl)cc13)CCCC2)NCc1ccco1
screen / no.,11,12,13,14,15,16,17,18,19,20
ATXN viability,i,i,i,i,i,i,i,i,i,?
HepG2 tox,nt,5%,-3%,-7%,0%,6%,-13%,-18%,0%,-42%
IL1B secr inh,20,13,0,-4,4,-4,-6,23,-20,-93*
SW480 rerep,nt,1%,17%,?,-39%,-8%,nt,0%,?,?
HT1080 IDH1KD tx,-2%,24%,-6%,1%,12%,-3%,-2%,3%,-1%,?
HT1080NT lethal,6%,?,2%,3%,3%,-6%,-1%,16%,-3%,?
ATXN2 expr inh,19%,0%,6%,-17%,nt,-6%,nt,-21%,15%,-34%
MCF10A rereplic,nt,2%,?,?,5%,?,nt,0%,1%,?
KB-3-1 cytotox,17%,28%,13%,-5%,2%,-8%,13%,2%,-8%,?

21: CCCCNC(=O)c1nc(C2CCN(S(=O)(=O)c3ccccc3C(F)(F)F)CC2)oc1-c1cccc(C(F)(F)F)c1
22: CCn1cc(CNC(=O)/C=C/c2ccc([N+](=O)[O-])cc2)cn1
23: OC(COc1ccc(C2C=CCC2)cc1)CN1CCCCC1 (configuration not stated)
24: COc1ccc(-n2c(C)cc(C)c(C(C)=O)c2=S)cc1
25: NC(=O)COc1ccc(-n2cnnn2)cc1
26: CC(C)(C)C(=O)N1N=C(c2ccc(NS(C)(=O)=O)cc2)CC1c1cccs1 (configuration not stated)
27: CC1CCc2c(c3ccccc3n2C(=O)CCl)C1 (configuration not stated)
28: CCOc1ccc(C(=O)OCC(=O)N2CCCC2)cc1OCC
29: COc1cccc(Cn2c3ccc(NC(=O)Cc4ccccc4C)cc3c(=O)n2C)c1
30: CC(=O)c1cccc(NC(=O)N2CCCC2C(=O)NCCC(C)C)c1 (configuration not stated)
screen / no.,21,22,23,24,25,26,27,28,29,30
ATXN viability,i,i,i,i,i,i,i,i,i,i
HepG2 tox,3%,-25%,-46%,4%,-1%,1%,-25%,15%,-4%,-20%
IL1B secr inh,7,2,-10,9,-3,-20,-60*,7,-21,12
SW480 rerep,nt,-7%,-4%,-700%[inhibitor],-3%,3%,6%,-2%,nt,-6%
HT1080 IDH1KD tx,25%,0%,?,3%,1%,16µM*,-12%,3%,3%,13%
HT1080NT lethal,?,-4%,?,2%,4%,?,-18%,0%,9%,10%
ATXN2 expr inh,5%,8%,-13%,-11%,nt,-18%,-21%,1%,13%,-1%
MCF10A rereplic,nt,-4%,0%,-1%,8%,12%,18µM*,-12%,nt,2%
KB-3-1 cytotox,0%,-7%,-1%,15%,5%,0%,?,-4%,0%,13%

Sorted by the number under SW480 rerep (low to high): some entries from above.
no.	compound	IL1B secr inh	SW480 rerep
23	OC(COc1ccc(C2C=CCC2)cc1)CN1CCCCC1 (configuration not stated)	-10	-4%
25	NC(=O)COc1ccc(-n2cnnn2)cc1	-3	-3%
26	CC(C)(C)C(=O)N1N=C(c2ccc(NS(C)(=O)=O)cc2)CC1c1cccs1 (configuration not stated)	-20	3%
27	CC1CCc2c(c3ccccc3n2C(=O)CCl)C1 (configuration not stated)	-60*	6%

Next section:
31: CCOC(=O)c1ccc(N2CN(CC)CNC2=S)cc1
32: COc1ccc(-c2nc(-c3ccc(Br)o3)no2)cc1OC
33: Cc1ccc(NS(=O)(=O)c2c(C)nc3sccn3c2=O)cc1
34: COCCCNC(=O)c1ccc(CS(=O)(=O)c2ccc(OC)cc2)o1
35: Cc1cc(C)c2c(=O)cc(C(=O)Nc3c(C)n(C)n(-c4ccccc4)c3=O)oc2c1
36: O=C(CCN1C(=O)c2ccccc2S1(=O)=O)Nc1ccccc1
37: O=[N+]([O-])c1ccc(N2CCOCC2)cn1
38: O=C(NC1CC1)C1CCN(c2ccc(S(=O)(=O)N3CCOCC3)cc2Cl)CC1
39: CS(=O)(=O)Nc1ccc2c3c(cccc13)CC2
40: O=[N+]([O-])c1ccc(O)c(/C=N/Nc2ccccc2[N+](=O)[O-])c1
screen / no.,31,32,33,34,35,36,37,38,39,40
ATXN viability,i,i,i,i,i,i,?,i,i,i
HepG2 tox,-26%,1%,-9%,3%,17%,-22%,16%,-14%,-11%,-1%
IL1B secr inh,2,-19,16,0,nt,-12,-3,7,7,-51*
SW480 rerep,-6%,-19%,18%,-5%,nt,-1%,-20%,16%,-2%,-1%
HT1080 IDH1KD tx,-4%,12%,-8%,5%,nt,0%,14%,4%,-5%,-4%
HT1080NT lethal,-1%,16%,0%,-5%,nt,0%,?,4%,2%,0%
ATXN2 expr inh,-23%,31%,-13%,-6%,5%,nt,10%,-1%,3%,16%
MCF10A rereplic,?,1%,3%,1%,nt,-12%,0%,3%,-3%,11%
KB-3-1 cytotox,1%,0%,0%,0%,-4%,3%,4%,?,-1%,?

41: COc1ccc(CNC(=O)C2CCCN(S(=O)(=O)N3CCC(C)CC3)C2)c(OC)c1 (configuration not stated)
42: CCNC(=S)Nc1cccc(S(=O)(=O)Nc2ccccc2OC)c1
43: COc1ccc(C2CC(c3cccs3)=NN2C(=O)COC(=O)C2CCCCC2)cc1OC (configuration not stated)
44: CCOc1ccc(CCNC(=O)CCCc2cc(-c3ccc(OCC)cc3)on2)cc1
45: CCOc1ccc(/C=N/n2cnnc2)cc1
46: Cc1ccccc1NS(=O)(=O)c1ccc(OCC(=O)N2CCCC2)cc1
47: Cc1ccc(N(CC(=O)NC2CCCC2)C(=O)CCC(=O)Nc2nccs2)cc1C
48: CCOC(=O)C1CCN(C(=O)Nc2ccc(C)c(Cl)c2)CC1
49: COCCN(CCOC)S(=O)(=O)c1ccc(C(=O)Nc2ccc(S(=O)(=O)Nc3nccc(C)n3)cc2)cc1
50: CC(=O)c1c(C)n(-c2cccc(Cl)c2)c2ccc(OC(=O)c3ccccc3)cc12
51: COc1cc(C(CCN2CCCC(C)C2)c2c(OC)cc(OC)c3c2OC(=O)CC3c2ccc(N(C)C)cc2)cc(OC)c1OC (configuration not stated)
screen / no.,41,42,43,44,45,46,47,48,49,50,51
ATXN viability,i,i,i,i,i,i,i,i,i,i,?
HepG2 tox,-1%,-4%,1%,-12%,-4%,-2%,-3%,-1%,4%,-4%,-20%&-34%
IL1B secr inh,-12,11,30,nt,15,38,-18,-5,25,nt,-111*
SW480 rerep,25%,4%,-7%,nt,-5%,1%,1%,2%,-4%,nt,23%
HT1080 IDH1KD tx,2%,-7%,-12%,nt,2%,9%,-11%,-5%,3%,nt,-1%
HT1080NT lethal,3%,-12%,-4%,nt,13%,11%,-18%,-1%,6%,nt,-3%
ATXN2 expr inh,-25%,-18%,1%,-1%,3%,-5%,-2%,8%,nt,6%,-7%
MCF10A rereplic,-2%,6%,0%,nt,13%,-11%,3%,-3%,0%,nt,5%
KB-3-1 cytotox,-3%,-24%,-11%,2%,10%,-1%,-4%,0%,12%,11%,0%

High-throughput results deposited in PubChem BioAssay by National Center for Advancing Translational Sciences (NCATS).
